12-LOX inh: ALOX12 (human) lipoxygenase inhibition. P18054. purified 12hLO, xylenol orange hydroperoxide absorbance. Potency, µM (doses to about 108 µM), without a hit: at the top dose activity change, negative = inhibition, actives largely listed as inhibitors. 1.1% of 580,000 active. AID 1671190; note: potency is the fitted concentration of half-maximal effect; % is set by controls: 0 for no effect and ±100 for the full control effect
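Purified human 12hLO at 150 nM in 25 mM Hepes, 0.01% Triton X-100, pH 7.0, preincubated 15 min at room temperature with compound. Reaction started with 40 uM arachidonic acid, 30 min at room temperature. Hydroperoxide measured by Fe-xylenol orange, 573/405 nm absorbance ratio.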
GLS inhibitor: glutaminase GLS (human) inhibition. O94925. GLS enzymatic activity, qHTS titration. Potency, µM (series often up to 45.5 µM), without a hit: at the highest dose activity change, negative = inhibition, hits mostly inhibitors. 0.21% of 410,000 active. AID 624170; note: potency is the fitted concentration of half-maximal effect; % is set by controls: 0 for no effect and ±100 for the full control effect
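hKGA in 45 mM KH2PO4 (pH 8.2), 0.02% Tween-20 with compound, then 1mM L-Glutamine (stock as added) plus glutamate oxidase/HRP/Amplex red coupling mix. Fluorescence read initially and after 30 min at RT; signal change reflects glutamate formation.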
PI4K2A inh: inhibitors of human PI4K2A; activity change, negative = inhibition, % at 76.9 µM; 0.13% of 420,000 active; purified PI4K2A, ADP-Glo luminescence, 1 h; hits give low values; Q9BTU6; in the data active = activity change below about -50%; inconclusive = mostly about -30% to -49%;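 note: -100% = wells without enzyme as full effect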
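PI4K2A activity was measured by ADP-Glo luminescence: enzyme (4 ug/mL stock) and phosphatidylinositol (1.2 mM stock) in Tris pH 7.5/MgCl2/EGTA/Triton X-100 buffer were reacted with ATP (300 microM stock) for one hour at ambient temperature.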
G9a inh: G9a (human) methyltransferase inhibition; Q96KQ7; G9a H3K9 monomethylation, AlphaScreen, 2 h; Potency, µM (doses to about 102 µM), inactives show at the highest dose activity, negative = inhibition, hits mostly inhibitors; 8.8% of 350,000 active; AID 504332; note: potency is the fitted concentration of half-maximal effect; % is set by controls: 0 for no effect and ±100 for the full control effect; nearly all actives have a fitted effect of over 75% in size
Target sequence (Q96KQ7 913-1193 limits assumed): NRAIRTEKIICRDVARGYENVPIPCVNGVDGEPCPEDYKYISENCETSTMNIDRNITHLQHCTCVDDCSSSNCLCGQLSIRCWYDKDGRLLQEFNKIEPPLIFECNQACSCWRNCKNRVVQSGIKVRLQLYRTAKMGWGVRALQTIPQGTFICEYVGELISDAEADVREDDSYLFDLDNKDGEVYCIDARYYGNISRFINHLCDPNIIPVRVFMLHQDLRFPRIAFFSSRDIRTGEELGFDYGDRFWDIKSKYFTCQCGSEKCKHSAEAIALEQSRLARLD
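AlphaScreen detection with an anti-monomethyl H3K9 antibody quantified product after a 2 h room-temperature reaction containing 500 nM biotinylated H3K9 peptide, 20 µM SAM and 20 nM enzyme, which had been preincubated 15 min with compound.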
RGS4 inh: human RGS4 inhibition. P49798. Transcreener GDP fluorescence polarization, RGS4-accelerated GTP hydrolysis. Potency, µM (doses to about 114 µM), for the others: top-dose activity change, negative = inhibition, hits mostly inhibitors. 0.039% of 390,000 active. AID 504845; note: potency is the fitted concentration of half-maximal effect; % is set by controls: 0 for no effect and ±100 for the full control effect; nearly all actives have a fitted effect of over 75% in size; some results filed as inactive show a strong effect at the top dose
Target sequence (P49798 whole entry, looked up): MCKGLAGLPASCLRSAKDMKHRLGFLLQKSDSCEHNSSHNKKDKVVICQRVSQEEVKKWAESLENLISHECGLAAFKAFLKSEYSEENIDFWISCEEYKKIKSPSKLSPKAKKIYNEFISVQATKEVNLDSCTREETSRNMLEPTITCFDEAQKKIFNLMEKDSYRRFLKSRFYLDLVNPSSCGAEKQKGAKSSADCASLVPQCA
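MLSMR compounds (23 nl, pin-transferred) preincubated 10 min at room temperature with a 500nM (2x) first reagent, then RGS4 at 900nM (2x) plus Transcreener GDP mix added; fluorescence polarization (620/688 nm) read before and after 90 min at 30 °C.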
JMJD2A Tudor: JMJD2A Tudor domain (human) inhibition; O75164; AlphaScreen JMJD2A-Tudor / H3K4me3 peptide binding; 4.4% of 390,000 active; AID 504339; Potency, µM (titrated, usually from 114 µM), without a hit: at the highest dose activity change, negative = inhibition, usual class: inhibitors; note: potency is the fitted concentration of half-maximal effect; % is set by controls: 0 for no effect and ±100 for the full control effect; nearly all actives have a fitted effect of over 50% in size
ERG Ets-DNA blk: inhibitors of human ERG Ets domain-DNA interaction; 0.028% of 370,000 active; Potency, µM (titrated, usually from 76.9 µM), inactives show top-dose FP activity, negative = inhibition, actives largely listed as inhibitors; fluorescence polarization, His-ERG Ets domain / labelled DNA; AID 624246; active = well fitted inhibition curve with a large enough effect in the polarisation, with a control signal flat; inconclusive = small, poorly fitted or top-dose-only effect, or effect the other way, or a change in a side signal; inactive = no such curve, though single readings can be large or run the other way; the % refers to the polarisation;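 note: polarization taken with two DNA probes labelled with fluorescein and Texas red; potency is the fitted concentration of half-maximal effect; % of control where 0% means no effect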
Target sequence (P11308 whole entry, looked up, the tested form may be a part): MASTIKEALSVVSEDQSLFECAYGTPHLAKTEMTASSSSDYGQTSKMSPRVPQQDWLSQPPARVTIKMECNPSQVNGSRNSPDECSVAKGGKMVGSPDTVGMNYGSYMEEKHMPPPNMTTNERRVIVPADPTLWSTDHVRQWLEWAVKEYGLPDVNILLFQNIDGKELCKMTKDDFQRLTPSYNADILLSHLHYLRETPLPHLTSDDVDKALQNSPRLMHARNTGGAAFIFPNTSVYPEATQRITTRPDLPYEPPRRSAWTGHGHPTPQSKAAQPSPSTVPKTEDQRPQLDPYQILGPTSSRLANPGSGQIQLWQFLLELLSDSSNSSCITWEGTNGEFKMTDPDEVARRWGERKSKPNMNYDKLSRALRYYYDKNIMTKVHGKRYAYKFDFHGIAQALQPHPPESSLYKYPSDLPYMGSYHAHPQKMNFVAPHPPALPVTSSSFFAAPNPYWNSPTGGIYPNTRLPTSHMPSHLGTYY
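His-tagged ERG Ets domain (1 uM in the protein solution; 300mM KCl, 50mM Tris-HCl, 1mM EDTA, 1mM DTT, pH 7.5) received compound, then a probe mix of 5 nM fluorescein-DNA and 100nM Texas-615-DNA. Fluorescence polarization was read for both dyes.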
HP1b binding inh: inhibitors of HP1-beta chromodomain binding to methylated histone tails | Potency, µM (titrated, usually from 114 µM), for the others: at the top dose activity change, negative = inhibition, most hits filed as inhibitors | 0.56% of 390,000 active | AID 540317 | AlphaScreen HP1-beta / biotin-H3K9me3 peptide binding; note: potency is the fitted concentration of half-maximal effect; nearly all actives have a fitted effect of over 70% in size; inactives centre near 23
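AlphaScreen: HP1-beta (50 nM) preformed 30 min with biotin-H3(1-18)K9me3 peptide (50 nM) in PBS pH 7.4, 0.01% Tween-20. Compound added for 30 min at RT, then streptavidin donor/nickel chelate acceptor beads (10 ug/mL) for 30 min.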
BAZ2B inh: inhibitors of human BAZ2B bromodomain. Q9UIF8. AlphaScreen BAZ2B-H3K14Ac peptide displacement. Potency, µM (top dose mostly 114 µM), for the others: at the highest dose activity change, negative = inhibition, usual class: inhibitors. 4.4% of 360,000 active; note: potency is the fitted concentration of half-maximal effect; % is set by controls: 0 for no effect and ±100 for the full control effect; nearly all actives have a fitted effect of over 60% in size
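BAZ2B (50 nM) with biotin-H3(5-23)K14Ac peptide (50 nM) in PBS pH 7.4, 0.01% Tween-20, preformed 30 min, then compound 30 min at room temperature; top concentration 110uM. AlphaScreen streptavidin donor/nickel chelate acceptor beads (10 ug/mL final), 20 min dark, signal read.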
An asterisk follows results filed as active; ? = inconclusive; . = not tested or not shown; & = joins results of further samples; [ ] = dose if it differs, or a comment. Unless noted, calls come from the whole dose curve; as a rule, active = well fitted curve in the direction sought with a large enough effect; inconclusive = small, poorly fitted or top-dose-only effect, or another doubt; inactive = no such curve, though single readings can be large; an effect the other way counts as inactive or inconclusive.

SMILES	12-LOX inh	GLS inhibitor	PI4K2A inh	G9a inh	RGS4 inh	JMJD2A Tudor	ERG Ets-DNA blk	HP1b binding inh	BAZ2B inh
Cc1cc(C)cc(Nc2nc3c([nH]2)c(=O)n(C)c(=O)n3C)c1	0%	24%	1	?	-45%	?	-2%	17%	-21%
COc1ccccc1NC(=O)N1CC=C(c2c[nH]c3ccccc23)CC1	-53%	-20%	2	?	8%	?	2%	-17%	-38%
COc1cc(OC)cc(C(=O)N[C@H](C(=O)OCn2nnc3ccccc3c2=O)C(C)C)c1	14%	-18%	-3	-1%	-11%	0%	-2%	24%	0%
CCCCC(CC)CNC(=O)c1[nH]c(C)c(C(C)=O)c1C (stereo unspecified)	158%[activator]	5%	1	-3%	19%	-20%	1%	26%	-4%
CCCCOc1ccc(C(NC(=O)OCC)NC(=O)OCC)cc1	-13%	-8%	2	21%[59 µM]	-39%	8%[57.1 µM]	-5%	2%	6%
Cc1c(CCOC(=O)c2ccc(Cl)cc2Cl)sc[n+]1CC(=O)c1ccccc1	?	-4%	4	.	-38%	-25%	.	17%	.
COc1ccc(C)cc1NC(=S)NNC(=O)c1c(Br)cnn1C	-9%	-9%	-1	.	-11%	-34%	-3%	15%	?
COc1ccc(-c2cc(C(F)(F)F)nc(SCC(=O)NCc3cccs3)n2)cc1	-4%	0%	3	5%[59 µM]	-2%	-10%	-2%	23%	0%
CC(=O)NN1C(=O)c2ccccc2NC1c1ccccc1 (stereo unspecified)	0%	15%	1	9%	3%[56.9 µM]	-2%	5%	19%	-15%
Cc1ccnc(NC(=S)NC(=O)/C=C/c2ccc(Cl)cc2)c1	-10%	-2%	-4	15%[59 µM]	1%	-10%	12%	30%	-2%
O=C(COc1ccc2c(c1)OCO2)Nc1nnc(Cc2ccccc2)s1	0%	?	1	18µM*	?	-16%	9%	?	-9%
CC(C)CCCCCCNC(=S)Nc1ccc(S(=O)(=O)N2CCOCC2)cc1	50µM*	3%	1	0.89µM*	-25%	-31%	-11%	-3%	0%

3 structures from above, sorted by number of heavy atoms, high to low.
SMILES	12-LOX inh	GLS inhibitor	PI4K2A inh	G9a inh	RGS4 inh	JMJD2A Tudor	ERG Ets-DNA blk	HP1b binding inh	BAZ2B inh
O=C(COc1ccc2c(c1)OCO2)Nc1nnc(Cc2ccccc2)s1	0%	?	1	18µM*	?	-16%	9%	?	-9%
CCCCOc1ccc(C(NC(=O)OCC)NC(=O)OCC)cc1	-13%	-8%	2	21%[59 µM]	-39%	8%[57.1 µM]	-5%	2%	6%
CCCCC(CC)CNC(=O)c1[nH]c(C)c(C(C)=O)c1C (stereo unspecified)	158%[activator]	5%	1	-3%	19%	-20%	1%	26%	-4%

(more compounds)
SMILES	12-LOX inh	GLS inhibitor	PI4K2A inh	G9a inh	RGS4 inh	JMJD2A Tudor	ERG Ets-DNA blk	HP1b binding inh	BAZ2B inh
O=C(O)[C@H](Cc1ccccc1)NC(=O)N1CCN(c2cccc(C(F)(F)F)c2)CC1	0%	-2%	5	-29%	-11%	5%	-11%	2%[57 µM]	-13%
O=C(NC1CCCN(Cc2ccc(Cl)cc2)C1)C1CCC1 (stereo unspecified)	18%	6%	10	29%	-8%	-4%	-3%	22%	-16%
CCCn1c2ccccc2c2cnn(CC(=O)NCCCN3CCCC(C)C3)c(=O)c21 (stereo unspecified)	-1%	3%	-1	-11%	16%	-10%	4%	29%	1%
O=C(COC(=O)c1ccc[n+]([O-])c1)Nc1ccc([N+](=O)[O-])cc1Cl	?	9%	1	.	28%	-11%	-7%[15.4 µM]	14%	.
CCN(C[C@H]1N[C@@](C)(C(=O)OC)[C@H]2C(=O)N(Cc3ccccc3)C(=O)[C@@H]12)S(=O)(=O)c1ccc(OC)cc1	3%	-11%	3	.	-7%	-11%	-3%	34%	.
Cc1nn(-c2ccccc2)c(Cl)c1C(=O)OCC(=O)NCCc1ccccc1	-8%	0%	-1	13%[0.501 µM]	6%	-8%	4%	15%[57 µM]	2%
O=C(Nc1ccccc1-c1ccccc1)c1cccc(C(F)(F)F)c1	-8%	5%	-2	99%[activator][59 µM]	25%	44%[activator]	.	140%[activator]	14%
Cc1ncsc1CCOC(=O)c1cccnc1	-22%	3%	-1	?	1%	?	.	16%	50µM*
COc1cccc(-n2nc(C(=O)N3CC(C)CC(C)C3)c3ccccc3c2=O)c1 (stereo unspecified)	0%	0%	2	5%	-30%	-8%	1%	54%[activator]	2%
CCN1CCN(C(c2cccc(OC)c2)c2c(O)cc(C)n(Cc3ccco3)c2=O)CC1 (stereo unspecified)	?	9%	-2	?	-24%	-26%	-1%	31%[activator][57 µM]	-16%
O=C(NCc1ccc(F)c(F)c1)C1CCC(=O)N(CC2CCCCC2)C1 (stereo unspecified)	0%&8%	9%	-7	31%	12%	-4%	7%	13%	-2%
COc1ccc(F)cc1S(=O)(=O)NCc1ccccc1	12%	-13%	2	14%[59 µM]	-7%	0%	-2%	25%	-1%
COc1ccc(C2=C(Nc3ccc(C)cc3)c3ccccc3C2=O)cc1	5%	-5%	4	10%[59 µM]	-1%	?	-6%	1%	?
CCOC(=O)c1c(C(=O)OCC)c(C)n(N2C(=O)CSC2=S)c1C	?	13%	-21	-35%[59 µM]	?	-16%	?	15%	-37%
CCOC(=O)c1cc2c(C)n(-c3ccc(C)cc3)c(C)c2ccc1=O	?	-3%	0	.	-15%	?	4%	?	45µM*
CN(CC(=O)Nc1ccccc1C(=O)Nc1ccccc1)C1CCCCC1	8%	6%	1	.	-4%	-1%	0%	36%	.
O=C(N/C=C/c1ccc(Cl)cc1)NCc1ccc(Cl)cc1	?	4%	6	?	5%	2%	-2%	42%[activator]	-1%
COc1ccc(-c2nc(S(=O)(=O)c3ccc(C)cc3)c(N3CCCC3)o2)cc1	?	-2%	0	?	9%[11.4 µM]	?	-22%	79µM*	-24%
Cc1c(Br)c(C(=O)NCc2cc3cc(Cl)ccc3[nH]2)nn1C	-2%	-4%	4	?	-17%	-21%	-2%	14%	-29%
CCC1(c2ccc(F)cc2)NC(=O)N(CC(=O)Nc2ccc(C)c(S(=O)(=O)N3CCOCC3)c2)C1=O (stereo unspecified)	-5%	-5%	5	5%	5%	-24%	3%	0%	-35%
O=C(NNC(=S)NC1CCCCC1)c1ccc(Cl)s1	-26%	-11%	-7	?	-9%	?	5%	-7%	?
COc1cccc(C(=O)N(Cc2cc3cc(C)ccc3[nH]c2=O)CC2CCCO2)c1 (stereo unspecified)	0%	17%	3	?	14%	-21%	0%	16%	-33%
O=C(O)Cn1ccnc1	?	11%	-5	?	-7%	-16%	-4%	2%	?
Cc1ccc2cc(S(=O)(=O)NCCCC(=O)O)ccc2c1	282%[activator]	5%	3	-3%[12.7 µM]	3%	-10%	-2%	6%	4%
Cc1ccc(NC(=O)CCCC(=O)OC(C)C(=O)c2ccccc2)cc1 (stereo unspecified)	1%	-8%	3	19%	6%	-5%	4%	25%	2%
Cc1ccc2occ(/C=N/NC(=O)c3ccc(Cl)cc3)c(=O)c2c1	0%	3%	-5	90%[activator]	4%	?	13%	24%	-17%
CN1CCN(S(=O)(=O)c2cccc(C(=O)Nc3cccc(S(N)(=O)=O)c3)c2)CC1	-19%	-9%	3	-3%	-9%	-10%	3%	29%	-3%
Cc1cccc(N(C)c2nc3ccc(C)cc3n3cnnc23)c1	-15%	1%	1	-2%[59 µM]	-3%	1%	0%	32%	2%
CCOc1ccccc1NC(=O)C(CC)n1c(C(=O)OC)cc2occc21 (stereo unspecified)	-13%	-11%	0	?	-1%	-23%	3%	11%	?
O=C(CSc1nc(-c2ccccc2)no1)N1CCN(c2ccc(F)cc2)CC1	-12%	-8%	4	-3%[59 µM]	26%	-1%	-11%	30%	1%
Cc1ccc(C(C(=O)NC(C)(C)C)N(Cc2ccc3c(c2)OCO3)C(=O)c2ccc(CN3CCOCC3)o2)o1 (stereo unspecified)	17%	2%	-3	?	-14%	-11%	0%	14%	-15%
Cc1ccnc(SCC(=O)N2CCN(c3ccccc3)CC2)n1	?	17%	-2	-18%[59 µM]	5%	-10%	-4%	14%	4%
Cc1ccc(C(=O)COC(=O)CCc2ccc(S(=O)(=O)N3CCCCC3)cc2)cc1	-2%	-7%	-1	36%[activator][59 µM]	-30%	-1%	3%	30%	0%
CCOc1ccc(-c2c(C(=O)N/N=C/c3c[nH]c4ccccc34)nnn2-c2nonc2N)cc1	-10%	9%	-1	.	25%	-6%	8%	22%	-10%
Cc1cccc(CNS(=O)(=O)c2csc(C(N)=O)c2)c1	4%&-2%	-6%&-14%	0&5	-46%	7%&7%	21%&-13%	-29%&-3%	59%&-5%[activator]	5%&1%
COC(=O)C1(C(F)(F)F)N=C2Sc3ccccc3N2C(N2CCOCC2)=N1 (stereo unspecified)	16%	1%	-3	-7%[59 µM]	-13%	-12%	-3%	16%	-6%
Cc1cc(C)n(-c2nc(SCC(=O)N3CCCC3)c3c4c(sc3n2)CCCC4)n1	0%[57.4 µM]	-3%	0	?	6%	-25%	-7%	13%	0%
COc1ccc(C(=O)Nc2cc(OC)c(Cl)cc2OC)cc1	-6%	-3%	0	-18%	-18%	1%	-4%	39%[activator]	0%

Source: PubChem (National Center for Advancing Translational Sciences (NCATS))

A portion of the library; rates above refer to the full screens.
